Screening results: PubChem BioAssay, National Center for Advancing Translational Sciences (NCATS)
WRN inhibitor – inhibitors of human WRN helicase | Q14191 | WRN helicase unwinding, fluorescent forked duplex, kinetic | Potency, µM (titrated, usually from 114 µM), for the others: top-dose activity change, negative = inhibition, most hits filed as inhibitors | 360,000 compounds, 0.46% hits; note: potency is the fitted concentration of half-maximal effect; % is set by controls: 0 for no effect and ±100 for the full control effect; nearly all actives have a fitted effect of over 55% in size
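Kinetic fluorescence helicase assay: unwinding of a quenched forked DNA duplex (100 nM final) with 2 mM ATP final raises red fluorescence (525/598 nm). Compounds sat 15 min at room temperature with 20 nM WRN beforehand.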
IL-2 act – IL-2 activation. IL-2 activation reporter assay, cell-based qHTS; stimulated with anti-CD3/CD4/CD28 beads; in transgenic mouse T cells. 360,000 compounds, 0.065% hits. activation, % (series mostly up to about 46 µM); in the data active = activation above about 50%; inconclusive = mostly about 30% to 49%; note: 0% is about no effect
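Readout is EGFP and DsRed signal by fluorescent plate cytometry after 18 h at 37 degrees C. Transgenic mouse T cells (750/well) received compound for 60 min before bead stimulation (anti-CD3, anti-CD4, anti-CD28); memory T cells served as non-tolerant control.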
DRD3 antagonist – D3 dopamine receptor (human) antagonism | D3R cells, DiscoveRx beta-arrestin luminescence, antagonist mode; hits give low values | max response, negative = inhibition, % | 360,000 compounds, 2.5% hits | AID 652054; in the data active = max response below about -50%; inconclusive = no clear call, values can overlap the other calls; note: % is set by controls: 0 for no effect and ±100 for the full control effect; mostly tested at two doses, the higher about 12 µM
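Cells expressing the human receptor were seeded at 1500 cells/well, incubated overnight at 37 degrees C in 5% CO2, then exposed to library compounds with dopamine controls for 90 minutes at 37 degrees C before luminescent detection.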
HEK293 tox – cytotoxicity in counter-screen for GLP-1R inverse agonists; Potency, µM (highest dose often 38.3 µM), without a hit: at the top dose activity change, negative = inhibition, actives largely listed as inhibitors; 410,000 compounds, 0.13% hits; AID 624418; HEK293 cAMP-luciferase reporter cells, luminescence, 24 h;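 note: loss of luciferase light is scored as toxicity; potency is the fitted concentration of half-maximal effect; % is set by controls: 0 for no effect and ±100 for the full control effect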
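Compound-treated cells are incubated 24 hr at 37 deg C under 5% CO2 after a 12 hour attachment period, then luciferase detection reagent is added and luminescence is measured following 12 min at room temperature; lowered signal indicates toxicity.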
DRD3 agonist – agonists of human D3 dopamine receptor | D3R DiscoveRx beta-arrestin cells, luminescence, 90 min | AID 652048 | P35462 | 410,000 compounds, 0.58% hits | max activation, %; in the data active = max activation above about 30%; note: 0% is about no effect; mostly tested at two doses, the higher about 12 µM
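Agonist-mode cell screen: cells plated at 1500/well and incubated overnight at 37 °C, then exposed to library compounds for 90 min at 37 °C. Detection reagent was added for 30–60 min at room temperature, and luminescence was read.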
GLP1R ag – GLP-1 receptor (human) agonism. AID 624172. HEK293 GLP-1R CRE-luciferase, luminescence, 4-6 h; cells express a hypersensitive GLP-1R form. P43220. 380,000 compounds, 0.007% hits. Potency, µM (titrated, usually from 45.6 µM), for the others: at the top dose activation, usual class: activators; note: potency is the fitted concentration of half-maximal effect; % of control where 0% means no effect
PI5P4Ka inh – blocks human PI5P4K alpha kinase activity | AID 652105 | max response, % | PI5P4Kalpha enzyme, ADP-Glo luminescence, 60 min; hits give low values | P48426 | 330,000 compounds, 1.2% hits; active = max response of -50% or lower; inconclusive = between -30% and -50%; inactive = -30% or higher; note: value at the top dose of about 77 µM; % is set by controls: 0 for no effect and ±100 for the full control effect
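qHTS, 1536-well: enzyme/substrate mix, compound by pin tool, 5 microM ATP final; RT 60 min; ADP-Glo reagents 1 (45 min) then 2 (30 min); luminescence.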
GLP-1R inv ag – inverse agonists of human GLP-1 receptor; P43220; HEK293 GLP-1R CRE-luciferase, luminescence, 24 h; GLP-1R form is constitutively active; Potency, µM (titrated, usually from 38.3 µM), for the others: top-dose activity change, negative = inhibition, usual class: inhibitors; 410,000 compounds, 1.6% hits; note: potency is the fitted concentration of half-maximal effect; % is set by controls: 0 for no effect and ±100 for the full control effect; nearly all actives have a fitted effect of over 55% in size
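Using stably transfected HEK293 (constitutively active GLP-1R, cAMP-luciferase reporter), compounds were incubated 24 hr and luciferase measured by luminescence.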
PLK1 PBD inh – PLK1 (human) polo-box domain binding inhibition; P53350; Plk1 PBD binding of FITC phosphopeptide, fluorescence polarization; Potency, µM, for the others: max response, negative = inhibition, actives largely listed as inhibitors; 360,000 compounds, 2.8% hits; AID 720504; note: potency is the fitted concentration of half-maximal effect; series mostly up to about 57 µM; % is set by controls: 0 for no effect and ±100 for the full control effect; nearly all actives have a fitted effect of over 65% in size
Target sequence (P53350 whole entry, looked up, the tested form may be a part): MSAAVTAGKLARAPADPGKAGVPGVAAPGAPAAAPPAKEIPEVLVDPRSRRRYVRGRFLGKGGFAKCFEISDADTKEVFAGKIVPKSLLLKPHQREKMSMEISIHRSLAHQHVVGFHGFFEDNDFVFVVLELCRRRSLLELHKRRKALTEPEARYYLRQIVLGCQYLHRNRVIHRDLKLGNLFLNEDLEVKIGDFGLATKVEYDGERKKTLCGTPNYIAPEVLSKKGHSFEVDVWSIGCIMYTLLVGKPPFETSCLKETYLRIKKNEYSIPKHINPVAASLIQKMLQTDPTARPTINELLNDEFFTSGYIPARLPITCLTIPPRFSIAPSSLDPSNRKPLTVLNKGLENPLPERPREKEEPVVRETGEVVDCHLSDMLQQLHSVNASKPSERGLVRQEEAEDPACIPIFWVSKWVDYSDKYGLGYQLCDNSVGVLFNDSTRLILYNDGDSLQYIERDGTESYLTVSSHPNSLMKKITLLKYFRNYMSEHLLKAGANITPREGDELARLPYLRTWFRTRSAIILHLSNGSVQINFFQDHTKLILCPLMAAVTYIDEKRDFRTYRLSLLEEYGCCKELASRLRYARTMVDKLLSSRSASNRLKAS
Numbers without * were called inactive; ? = inconclusive; / = no result given; [ ] = remark or other dose. Unless noted, calls come from the whole dose curve; as a rule, active = well fitted curve in the direction sought with a large enough effect; inconclusive = small, poorly fitted or top-dose-only effect, or another doubt; inactive = no such curve, though single readings can be large; an effect the other way counts as inactive or inconclusive. This is a subset. The share of hits here may be higher or lower than overall.

No.	SMILES	DRD3 antagonist	GLP-1R inv ag	GLP1R ag	HEK293 tox	PI5P4Ka inh
1	O=P(O)(Oc1ccccc1)OC(c1ccccc1)C(F)(F)F (centres undefined)	-16.6	1.2%	-0.4%	-5.0%	1.4
2	COC(=O)C1=C(c2ccc(OCc3ccccc3)cc2)C[C@@H]2CC[C@H]1N2C(=O)NCc1ccccc1C(F)(F)F	-2.4	?	-0.2%	-17.2%	14.2
3	CCC(=Nc1ccc(OC)cc1OC)c1c(O)[nH]c(=O)[nH]c1=O	7.6	65.7%[activator]	2.1%	-3.8%	-3.9
4	COP(=O)(OC)C(NS(=O)(=O)c1ccccc1)C(Cl)(Cl)Cl (centres undefined)	8.7	5.9%	2.6%	1.8%	-4.8
5	COc1ccc(N2CCN(Cc3nc4ccccc4[nH]3)CC2)cc1	5.1	-5.0%	7.1%	0.9%	-10.8
6	Cc1ccc(OCCOc2cccc(C=C3C(=O)NC(=O)NC3=O)c2)c(C)c1	6.3	6.31µM*	-7.0%	-1.3%	-62.2*
7	Cc1ccc2c(c1)N(CCC(=O)N1CCC3(CC1)OCCO3)C(=O)CO2	-4.4	?	-9.3%	-12.8%	13.6
8	Cc1cnc(C)c(Nc2nc(C(N)Cc3ccc(C(F)(F)F)cc3)cs2)n1 (centres undefined)	6.7	?	-14.7%	-5.2%	6.4
9	Cc1ccc2nc(N(CCCN(C)C)C(=O)c3ccc(S(=O)(=O)N4CCc5ccccc5C4)cc3)sc2c1	-15.1	?	-5.1%	?	1.7
10	O=C(C(=O)N1CCC2(CC1)OCCO2)c1c[nH]c2ccccc12	-3.7	9.8%	-2.6%	4.8%	-0.8

No.	PLK1 PBD inh	WRN inhibitor	IL-2 act	DRD3 agonist
1	-19.8%	?	1.9	-7.8
2	-6.8%	-7.6%	-4.3	4.0
3	-2.0%	-5.8%	-0.7	-3.1
4	1.1%	-0.1%	-1.2	5.5
5	-1.0%	2.8%	0.9	-3.0
6	5.32µM*	35.5µM*	0.3	1.5
7	-5.7%	21.3%	-4.9	1.3
8	-12.0%	4.8%	-1.1	-4.6
9	5.2%	-16.2%	-1.4	-8.3
10	-23.9%	-6.5%	-0.6	10.0

The results go on:
No.	SMILES	DRD3 antagonist	GLP-1R inv ag	GLP1R ag	HEK293 tox	PI5P4Ka inh
11	COc1ccc2c(c1O)[C@]13CCN(C)[C@H](C2)[C@@H]1CCC(=O)C3	-2.2	1.7%	-0.6%	6.3%	3.5
12	C=CCn1c(O)c(/C=N/NC(=O)c2ccncc2)c(=O)[nH]c1=O	7.7	-8.5%	0.3%	4.2%	-50.4*
13	CN1CCN(c2nc(N(C)C)oc(=O)c2C#N)CC1	5.5	1.3%	-11.0%	13.5%	2.9
14	CCN(CC)S(=O)(=O)c1ccc(C)c(NC(=O)CSc2ncc(C(F)(F)F)cc2Cl)c1	4.5	?	-1.5%	?	0.6
15	CCOP(=O)(OCC)C(Cc1ccccc1)NC(C)=O (centres undefined)	-0.3	11.2%	0.0%	-2.0%	1.6
16	CCCCNC(=O)c1c(N)n(CCCOC)c2nc3ccccc3nc12	17.0	0.0%	9.9%	/	/
17	CSc1ccc(CNC(C)C(O)c2ccccc2)cc1 (centres undefined)	0.0	?	11.3%	-9.6%	7.7
18	O=C(CSc1nc2ccccc2[nH]1)NC1CCCc2ccccc21 (centres undefined)	13.6	?	-4.4%	-4.0%	4.1
19	CC(C)Oc1cccc(C(=O)C2CCCN(C3CCOCC3)C2)c1 (centres undefined)	-5.8	1.1%	14.3%	1.5%	3.1
20	Cc1nc2cc([N+](=O)[O-])ccc2c(=O)n1-c1ccc(Br)cc1	-1.1	5.9%	0.9%	-1.2%	-0.5

No.	PLK1 PBD inh	WRN inhibitor	IL-2 act	DRD3 agonist
11	?	-2.0%	-1.6	0.4
12	5.0%	-21.6%	0.4	6.2
13	-0.4%	10.0%	-0.5	-0.5
14	4.9%	2.7%	-3.3	-3.4
15	1.4%	5.0%	0.9	-5.2
16	-2.8%	-7.9%	0.2	21.3
17	5.1%	0.6%[57.1 µM]	0.8	-7.7
18	-7.8%	-21.7%[57.1 µM]	-3.2	4.1
19	-10.7%	-4.2%	-2.4	-20.1
20	-8.1%	-11.0%	-0.6	9.1

Numbers 8 through 16 from above:
No.	SMILES	DRD3 antagonist	GLP-1R inv ag	GLP1R ag	HEK293 tox	PI5P4Ka inh
8	Cc1cnc(C)c(Nc2nc(C(N)Cc3ccc(C(F)(F)F)cc3)cs2)n1 (centres undefined)	6.7	?	-14.7%	-5.2%	6.4
9	Cc1ccc2nc(N(CCCN(C)C)C(=O)c3ccc(S(=O)(=O)N4CCc5ccccc5C4)cc3)sc2c1	-15.1	?	-5.1%	?	1.7
10	O=C(C(=O)N1CCC2(CC1)OCCO2)c1c[nH]c2ccccc12	-3.7	9.8%	-2.6%	4.8%	-0.8
11	COc1ccc2c(c1O)[C@]13CCN(C)[C@H](C2)[C@@H]1CCC(=O)C3	-2.2	1.7%	-0.6%	6.3%	3.5
12	C=CCn1c(O)c(/C=N/NC(=O)c2ccncc2)c(=O)[nH]c1=O	7.7	-8.5%	0.3%	4.2%	-50.4*
13	CN1CCN(c2nc(N(C)C)oc(=O)c2C#N)CC1	5.5	1.3%	-11.0%	13.5%	2.9
14	CCN(CC)S(=O)(=O)c1ccc(C)c(NC(=O)CSc2ncc(C(F)(F)F)cc2Cl)c1	4.5	?	-1.5%	?	0.6
15	CCOP(=O)(OCC)C(Cc1ccccc1)NC(C)=O (centres undefined)	-0.3	11.2%	0.0%	-2.0%	1.6
16	CCCCNC(=O)c1c(N)n(CCCOC)c2nc3ccccc3nc12	17.0	0.0%	9.9%	/	/

No.	PLK1 PBD inh	WRN inhibitor	IL-2 act	DRD3 agonist
8	-12.0%	4.8%	-1.1	-4.6
9	5.2%	-16.2%	-1.4	-8.3
10	-23.9%	-6.5%	-0.6	10.0
11	?	-2.0%	-1.6	0.4
12	5.0%	-21.6%	0.4	6.2
13	-0.4%	10.0%	-0.5	-0.5
14	4.9%	2.7%	-3.3	-3.4
15	1.4%	5.0%	0.9	-5.2
16	-2.8%	-7.9%	0.2	21.3

The list goes on:
No.	SMILES	DRD3 antagonist	GLP-1R inv ag	GLP1R ag	HEK293 tox	PI5P4Ka inh
21	COc1ccc(C(O)P(=O)(OCCC(C)C)c2ccc(N(C)C)cc2)cc1OC (centres undefined)	6.6	7.2%	5.8%	?	5.1
22	O=C(c1cc(S(=O)(=O)N2CCOCC2)ccc1F)N1CCC2(CC1)OCCO2	11.7	0.0%	-10.8%	-20.6%	/
23	Cc1c(CCN)ccc2c1[nH]c1ccccc12	-4.8	?	22.1%	-3.8%	-0.9
24	CC1NCCC2(O)CCCCC12 (centres undefined)	-6.2	-7.6%	10.9%	-10.9%	-18.4
25	Cc1c(C=O)c2ccccc2n1Cc1ccccc1	-20.9	?	-1.4%	7.0%	-3.2

No.	PLK1 PBD inh	WRN inhibitor	IL-2 act	DRD3 agonist
21	-1.7%	-11.0%	-2.5	-2.0
22	-4.7%	2.9%	-3.1	-1.6
23	-13.7%	13.2%	-2.6	-2.2
24	-18.6%	3.2%	-1.5	0.8
25	-9.5%	?	1.3	-4.4
